# Bioassay records: PubChem, Southern Research Specialized Biocontainment Screening Center
# UTI89 phage lysis: inhibition of K1F phage lysis, E. coli UTI89, bacterial capsule biogenesis inhibitors, alamar blue (AID 488966) | E. coli UTI89 K1F phage lysis, alamar blue, 2 h; higher % means a stronger effect | inhibition, % at 100 µM; hits with a dose series show IC50 in µM | 340,000 tested, 0.02% active;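 active = phage lysis inhibition, versus mean bacterial control, above a set limit; inconclusive = no clear call, values can overlap the other calls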;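 also: capsule biogenesis inhibitors block K1F phage lysis so surviving cells raise fluorescence; higher fluorescence means more inhibition of phage lysis; actives were called in the ten point dose series up to 300 µM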
# NS5 inhibitors: Dengue-2 NS5 methyltransferase inhibitors, primary screen, biochemical, confirmation dose response (AID 588689) | Dengue-2 NS5 methyltransferase capping enzyme assay, biochemical; higher % means a stronger effect | 340,000 tested, 0.3% active | one-dose inhibition, % at 25 µM; IC50 in µM for titrated hits; in the data active = a potency from the dose series; inconclusive = inhibition above about 29% without an active follow-up result
# NS5 inhibitors pilot replicate: recorded beside NS5 inhibitors, whose call it bears; inhibition, %; measured here: pilot screen replicate inhibition
# * marks the source's active call; other numbers are inactive results; i = inactive; ? = inconclusive; [ ] = remark or other dose.
SMILES,UTI89 phage lysis,NS5 inhibitors,others
CC(C)(CC(=O)c1ccccc1)CC(=O)c1ccccc1,1.7%,7%,
CCN1CCN(S(=O)(=O)c2ccc(Cl)c(C(=O)N(CCc3ccccc3)Cc3ccccc3)c2)CC1,-0.8%,-5%,
O=[N+]([O-])c1cccc2[nH]ncc12,1.8%,-3%,
CCOC(=O)C1CCN(C(=O)COC(=O)c2cccc(NS(=O)(=O)c3ccccc3)c2)CC1,0.7%[50 µM],-9%,
CC1CCCN(CCC(=O)c2ccccc2)C1 (configuration not stated),-1.4%,5%,
O=C1OCC(O)=C1Cc1ccccc1,1.6%,3%,
C[C@H]1NC(=O)[C@]2(C)[C@@H](c3ccccc3)[C@H]3COc4ccccc4[C@H]3N2C1=O,1.5%,-5%,
CC(=O)N1c2cc3ccccc3cc2N(C(C)=O)c2cc3ccccc3cc21,-1.0%,-5%,
CCOC(=O)C(CCc1ccccn1)c1ccccc1 (configuration not stated),-0.6%,-2%,
Cc1cc(NC(=O)NC(=O)c2ccccc2NC(=O)C(C)N)ccc1Oc1ncc(Br)cn1 (configuration not stated),2.1%,-3%,
CC(=O)Oc1ccc(OC(C)=O)c2c1C1C=CC2CC1,-3.6%,0%,
O=C1CSC(=S)N1Cc1cccs1,-0.9%,4%,
F[B-](F)(F)c1cc2cc(Br)ccc2s1,0.0%,1%,
O=C1CCC[C@@H]2[C@@H](Cc3ccccc3)[C@H](N3CCN(c4ccccc4)CC3)C[C@@H]3CCN1[C@@H]32,0.1%,-4%,
COc1cc(C2c3cc4c(cc3OC(N3CCOCC3)C2C)OCO4)cc(OC)c1OC(C)=O (configuration not stated),3.9%,-10%,
CN(C)c1nc2c(cnn2C)c(=O)[nH]1,-1.9%,-6%,
CN(C(=O)c1cccc(NC(=O)Cc2ccc(NC(=O)C3CCCN(C(=O)C4CCC4)C3)cc2)c1)C1CCCC1 (configuration not stated),0.1%,-2%,NS5 inhibitors pilot replicate=-6.4
CCN(CC(=O)Nc1c(F)cccc1F)C(=O)CCCOc1ccccc1,1.3%[50 µM],-9%,
CN1OC[C@@H]2CN(C(=O)C(C)(C)C)[C@H](c3cccc(Br)c3)C[C@@H]21,0.0%,1%,NS5 inhibitors pilot replicate=-2.5
S=C(NN=Cc1ccc2c(c1)OCO2)NN=Cc1ccc2c(c1)OCO2,-1.1%,1%,
CCCCCCOC(=O)CC1CC(C(C)=O)C1(C)C (configuration not stated),-0.6%,-2%,
Cc1cccc(C=CC(=O)c2ccccc2)c1,-1.7%,-2%,
O=C(NNc1ccc([N+](=O)[O-])cn1)Nc1ccc(N=Nc2ccccc2)cc1,-3.0%,-1%,
Cc1ccc(C(=O)N2[C@@H]3CN(C)C(=O)[C@@]2(C)[C@H]2C(=O)N(C)C(=O)[C@@H]32)cc1,3.3%,0%,
CC(=O)Nc1cc2c(cc1Cl)-c1ccccc1C2,-0.8%,-3%,
CC(=O)Nc1cccc(C(=O)OCC(=O)N2CCN(C(=O)COC(=O)c3cccc(NC(C)=O)c3)CC2)c1,0.9%[50 µM],-9%,
CN(CCc1ccccc1)C(=O)c1ccc(NC(=O)Cc2ccc(NC(=O)C3CCCN(C(=O)CCc4ccccc4)C3)cc2)cc1 (configuration not stated),-0.2%,-8%,NS5 inhibitors pilot replicate=-4.5
Cc1ccc(S(=O)(=O)N2CCN(C(=O)COC(=O)/C=C/c3cccc([N+](=O)[O-])c3)CC2)c(C)c1,0.3%[50 µM],2%,
COCC(=O)N(C)[C@H]1C[C@H]2c3cc(Oc4ccccc4C)ccc3CCN2C(=O)[C@H]1[C@H](C)O,-0.1%,0%,
N#C/C(=C/c1ccc(-c2ccc([N+](=O)[O-])cc2)o1)c1nnc(N2CCOCC2)n1-c1ccccc1,-1.2%,-17%,
Cn1ncc2c(=S)nc(Cl)[nH]c21,0.7%,-3%,
CC/C(=C(/c1ccccc1)c1ccc(OCC[N+](C)(C)C)cc1)c1ccccc1,>150µM*,-9%,
CCOC(=O)C1CCCN(C(=O)c2cc3ccccc3cc2OC)C1 (configuration not stated),0.6%[50 µM],2%,
CN(C(=O)c1cccc(NC(=O)Cc2ccc(NC(=O)C3CCN(C(=O)C4CC4)CC3)cc2)c1)C1CCCC1,0.3%,-6%,NS5 inhibitors pilot replicate=-4.5
O=C(COC(=O)c1nc(Cl)ccc1Cl)Nc1cccc(S(=O)(=O)N2CCOCC2)c1,0.2%[50 µM],-1%,
Cn1cc(Cc2ccccc2)c(=O)c(Cc2ccccc2)c1,0.6%,0%,
O=C(OCc1cc(=O)c(OC(=O)c2ccccc2)co1)c1ccccc1,7.1%,8%,
O=C(O)C(SC(C(=O)O)c1ccccc1)c1ccccc1 (configuration not stated),-0.7%,4%,
COc1ccc(OC)c2cc3ccccc3cc12,-1.2%,?,
COc1cccc(-c2ccc3c(c2)C2CC3CCN2C(C)=O)c1 (configuration not stated),0.0%,-1%,
CC1=CC2=NC(=O)C(c3ccccc3)C(=O)N2C=C1 (configuration not stated),-3.7%,-9%,
Cc1ccccc1N1CCN(c2ccccc2NC(=O)/C=C\C(=O)O)CC1,-1.2%,-7%,
CCN(CC(=O)Nc1ccccc1C(F)(F)F)C(=O)CN1C(=O)NC(C)(c2ccc3ccccc3c2)C1=O (configuration not stated),1.3%[50 µM],1%,
O=C(Nc1ccccc1Cl)NN1CCCCCC1,i,-6%,
COc1ccc(CNS(=O)(=O)CCNCc2ccco2)cc1,0.1%,0%,
CC(O)(c1ccccc1)C(C(c1ccccc1)N1CCOCC1)N1CCOCC1 (configuration not stated),1.1%,6%,
CCCCn1c(N)c(N(CCC(C)C)C(=O)CSc2nc3ccccc3n2C)c(=O)[nH]c1=O,0.7%[50 µM],-6%,
CCOc1ccc(NC(=O)CN(C)C(=O)c2c(C)nn(Cc3ccccc3Cl)c2C)cc1OCC,0.2%[50 µM],-4%,
Oc1ccc2ccccc2c1CNc1ccc2ccccc2c1,-0.6%,-13%,
C=C1[C@@H](O)[C@H](Cc2ccccc2)N(Cc2ccccc2Br)S1(=O)=O,0.1%,-7%,
O=C(Cc1cccc(NC(=O)C2CCN(C(=O)C3CCC3)CC2)c1)Nc1cccc(C(=O)N2CCCCC2)c1,0.1%,-13%,NS5 inhibitors pilot replicate=-3.4
CCOc1ccccc1N1CC(C(=O)NCCC2=CCCCC2)CC1=O (configuration not stated),0.4%[50 µM],0%,
CC(=O)OC1C(=O)N(Cc2ccccc2)C1c1ccc(C)cc1 (configuration not stated),-0.9%,-11%,
COc1cc(O)cc(/C=C/c2ccccc2)c1,-6.9%,3%,
O=C(Nc1cccc(Cl)c1)OCCOC(=O)Nc1cccc(Cl)c1,-2.1%,-10%,
O=C(Nc1ccccc1)OCC1COC(c2ccccc2)(c2ccccc2)O1 (configuration not stated),1.3%,6%,
O=C1NC(=O)C2(CCCC2C(=O)O)N1 (configuration not stated),-4.0%,11%,
CC(C)Cc1ccc(C(C)/C=C2/CCC(CN3CCCCC3)C2=O)cc1 (configuration not stated),1.2%,-4%,
Cc1cc(C)c(CC(=O)c2ccccc2)c(C)c1,-1.0%,7%,
CCc1c(Cl)nc(N)nc1Nc1ccccc1Cl,0.5%,1%,
# Other entries follow:
SMILES,UTI89 phage lysis,NS5 inhibitors,others
NC(=O)c1ncn([C@@H]2O[C@H](CNCc3cc(Cl)ccc3OCc3ccc(Cl)cc3)[C@@H](O)[C@H]2O)n1,0.2%,-3%,NS5 inhibitors pilot replicate=-3.1
O=C(Nc1cccc(S(=O)(=O)N2CCCCC2)c1)[C@@H]1CCCN1S(=O)(=O)c1ccccc1C(F)(F)F,0.0%[50 µM],1%,
O=C(NNC(=O)c1cccc2ccccc12)c1cccc(Cl)c1,-0.5%,3%,
ON=C1c2ccccc2-c2ccc(O)cc21,-6.8%,6%,
O=C(Cc1ccccc1)NN=C1CCCC1,3.4%,-16%,
c1ccc2c(c1)ccn2CCCN1CCCCC1,-0.2%,5%,
CC1=CC(=NNS(=O)(=O)c2ccc([N+](=O)[O-])cc2)CC(C)(C)C1,2.6%,-6%,
CCOC(=O)C1=C(O)/C(=C/c2ccc(-c3ccccc3C(=O)O)o2)SC1=Nc1ccc(C)cc1,-0.6%,-33%,
COc1ccc(C(=O)N(c2ccccc2)c2nccc3ccccc23)cc1OC,0.2%,2%,NS5 inhibitors pilot replicate=1.5
O=c1[nH]c(=O)c2[nH]c(=S)n(-c3ccccc3)c2[nH]1,0.0%,2%,
C[C@]12CCC(=O)C=C1C=CC1C2CC[C@@]2(C)C1CC[C@@]21CCC(=O)O1 (some centres not stated),0.1%,6%,
O=c1c2ccccc2sc2c(CO)ccc(NCCN3CCCCC3)c12,0.0%,2%,
CC(C)(C)OC(=O)N(Cc1ccccc1)Cc1ccc(OCc2cccc(NC(=O)C3CC3)c2)cc1,0.1%,-7%,
COc1cc2ccccc2cc1C(=O)N1CC(C)OC(C)C1 (configuration not stated),0.8%[50 µM],-3%,
Cc1cccc(N=NC(=S)NNc2cccc(C)c2)c1,-2.1%,8%,
O=C(/C=C/c1ccccc1)Nc1cccc(C(=O)NCCCc2ccccc2)c1,0.1%,-10%,
Clc1ccc(C=NN2CCCCCC2)cc1,-0.5%,-5%,
O=c1cc(SCc2ccccc2)nc[nH]1,0.3%,-10%,
CC(=O)c1c(O)cc(O)cc1O,-4.5%,-10%,
CCCn1c(SCC(=O)N(CC)c2c(N)n(Cc3ccccc3)c(=O)[nH]c2=O)nnc1-c1ccncc1,-0.1%[50 µM],0%,
CN1CCN(c2ccc3c(c2)C2CC3CCN2C(=O)OCc2ccccc2)CC1 (configuration not stated),0.4%,-8%,NS5 inhibitors pilot replicate=-6.4
C[C@@H]1CN[C@H](CCO)/C1=C\c1ccccc1,0.2%,0%,NS5 inhibitors pilot replicate=0.3
O=C(O)C1=CC2C=C(Cl)C=CC2OC1=O (configuration not stated),-0.2%,-2%,
Cc1ccc(NC(=O)c2ncn(CCCNCc3ccccn3)n2)cc1C,0.1%,-11%,
O=C(O)c1ccc(CCCc2ccccc2)cc1,2.0%,-3%,
COc1ccc(CNc2cccnc2)c(OC)c1OC,0.8%,1%,
CN(C)c1ccc(C=c2c3ccccc3n3c2cc(-c2ccccc2)[n+]3C)cc1,0.2%,17%,
O=C(NN=Cc1ccccc1)C(Oc1ccccc1)c1ccccc1 (configuration not stated),0.9%,-10%,
Oc1cc(CNC2CCCCC2)c(O)cc1CNC1CCCCC1,3.2%,27µM*,
O=C(O)C(c1ccccc1)C1(O)CC2CCC1C2 (configuration not stated),-1.1%,1%,
CN(Cc1ccccc1)C(=O)c1cccc(NC(=O)Cc2ccc(NC(=O)C3CCCN(C(=O)C4CCC4)C3)cc2)c1 (configuration not stated),0.1%,-4%,NS5 inhibitors pilot replicate=-2.7
Cc1cccc(N2CCN(C(=S)c3ccc4c(c3)OCO4)CC2)c1,3.8%,7%,
CCCCN1CC(=O)N2[C@@H]3c4cc(Br)ccc4OC[C@@H]3[C@H](C(=O)OCC)[C@]2(C)C1=O,0.1%,20%,
NS(=O)(=O)c1ccc(CCNC(=O)/C=C/c2ccc(S(=O)(=O)N3CCOCC3)cc2)cc1,-0.6%,-8%,
CC(=O)c1ccccc1OCCCOc1cccc2cccnc12,0.5%,1%,
Cc1ccc(C(=O)NCC(c2ccc(F)cc2)N2CCOCC2)cc1S(=O)(=O)N1CCOCC1 (configuration not stated),-0.3%[50 µM],7%,
Cc1ccccc1NC(=O)N(O)C1(C#N)CCCCC1,1.9%,2%,
O=c1ccn([C@@H]2O[C@H](CNCc3ccc(-n4cccn4)cc3)[C@@H](O)[C@H]2O)c(=O)[nH]1,-0.2%,-2%,
O=C(O)C(CCc1ccccc1)(Cc1ccccc1)C(=O)O,5.1%,-5%,
Cc1ccc(C(=O)N2CCC3CC2c2cc(-c4ccc5c(c4)OCO5)ccc23)cc1 (configuration not stated),0.1%,5%,NS5 inhibitors pilot replicate=-0.6
CCOC(=O)C1(CCOC)CCN(C/C=C/c2ccccc2OC)CC1,-1.0%,-3%,

# The list is partial (hit frequency here may not be typical).
